IMP-1 inhibitor: IMP-1 metallo-beta-lactamase inhibitors, primary screen, biochemical, epi-absorbance readout, Pseudomonas aeruginosa enzyme; metallo-beta-lactamase IMP-1 (Pseudomonas aeruginosa); purified IMP-1, nitrocefin hydrolysis, epi-absorbance fluorescence; inhibition, % at 5.6 µM; hit rate 0.45% among 290,000; AID 1556, 2009;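 active = inhibition above the mean plus 3 SD of all compounds in the same screening run, cut at about 4.5% in these data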;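 also: 0% = IMP-1 with DMSO and 100% = DMSO wells lacking enzyme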
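System – purified recombinant IMP-1 beta-lactamase · Input – IMP-1 dispensed at 0.2 nM · Timing – 15 min preincubation plus 25 min reaction at 25 °C · Signal – Epi-absorbance fluorescence, 480 nm excitation, 530 nm emission · Measure – percent IMP-1 inhibition derived from blank-referenced optical density · Controls – Enzyme-plus-DMSO low control, enzyme-free DMSO high control · Replication – singlicate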
UBC9 SUMO inh: inhibitors of in vitro SUMOylation cascade, primary screen, biochemical, HTRF, uHTS; HTRF SUMOylation assay, SAE1/SAE2 + UBC9; AID 2006, 2009; inhibition, % at 35 µM; SUMO-conjugating enzyme UBC9 (Homo sapiens), P63279; hit rate 0.36% among 290,000; in the data active = inhibition above about 50%, passing the limit was not always enough; also: strong numbers were not always called active
Target sequence (P63279 whole entry, looked up): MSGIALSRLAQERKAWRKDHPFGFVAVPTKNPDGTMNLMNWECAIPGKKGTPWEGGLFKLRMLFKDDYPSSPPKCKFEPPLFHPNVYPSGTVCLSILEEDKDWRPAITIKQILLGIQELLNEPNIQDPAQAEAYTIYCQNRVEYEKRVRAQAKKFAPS
M18AAP inhibitor: PfM18AAP inhibitors, malaria aminopeptidase, primary screen, biochemical, QFRET, recombinant enzyme; hit rate 1.2% among 290,000; inhibition, % at 7.35 µM; H-Glu-NHMec fluorogenic cleavage; M18 aspartyl aminopeptidase (Plasmodium falciparum 3D7); AID 1822, 2009;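 active = inhibition above the campaign mean inhibition over all tested compounds plus 3 SD, cut at about 28% in these data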;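 also: 0% = plate median of test compound wells and 100% = 2 mM ZnCl2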
NS3 helicase inh: inhibitors of HCV NS3 helicase, primary screen, biochemical, Cy5 molecular beacon fluorescence. NS3 helicase DNA unwinding. hit rate 0.56% among 290,000. inhibition, % at 10.9 µM. Hepatitis C virus NS3 helicase;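 active = inhibition above the mean of all tested compounds plus 3 SD, set per campaign, cut at about 35% in these data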;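 also: 0% = DMSO wells and 100% = thioflavine S control wells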
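assay system = NS3 helicase fragment of HCV | buffer or medium = MOPS pH 6.5, MgCl2, DTT, Tween20, BSA | timing = 60 min unwinding reaction at 25 °C after ATP addition | signal = Cy5 beacon fluorescence read at start and 1 h | read-out basis = % inhibition of unwinding | control set = low DMSO, high thioflavine S at 110 µM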
FID counter: compounds displacing fluorescent DNA intercalator, primary screen, artefact control for HCV NS3 helicase inhibitor project, biochemical, FID fluorescence. DNA fluorescent intercalator displacement. inhibition, % at 7.9 µM. hit rate 0.17% among 290,000; in the data active = inhibition above about 37%;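 also: 0% = vehicle and 100% = reference compound; higher means more ethidium bromide displaced from hairpin DNA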
MEKK2mut PB1 HTS: MEK5 binding signal on mutant MEKK2 PB1, primary screen, biochemical, multiplex bead flow cytometry, Alexa488-MEK5. Alexa488-MEK5 binding to MEKK2 mutant. percent response, % at 10 µM. hit rate 0.35% among 290,000; in the data active = percent response above about 24%, passing the limit was not always enough; also: inactives centre near 1; some results filed as inactive read as strong as hits
NALP1 yeast inh: NALP1 inflammasome inhibitors in reconstituted yeast, colorimetric, S. cerevisiae, triplicate retest; AID 2071, 2009; hit rate 0.61% among 280,000; inhibition, % at 10 µM; S. cerevisiae NALP1/ASC/caspase-1 growth, X-gal OD620, 72 h; in the data active = inhibition mostly above about 24%, no sharp cut-off; inactive = mostly below about 32%; also: some compounds called inactive have numbers as strong as hits
VIM-2 inhibitor: VIM-2 metallo-beta-lactamase inhibitors, primary screen, biochemical, epi-absorbance readout, Pseudomonas aeruginosa enzyme. purified VIM-2, nitrocefin hydrolysis, epi-absorbance fluorescence. inhibition, % at 5.6 µM. hit rate 0.89% among 290,000;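 active = inhibition above the mean of all tested compounds plus 3 SD, cutoff set per screening run, cut at about 7.5% in these data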;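 also: red hydrolysis product quenches plate fluorescence so inhibitors raise well fluorescence; 0% = enzyme with DMSO and 100% = DMSO without enzyme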
MEKK2wt PB1 HTS: modulators of MEK5 binding to wildtype MEKK2, primary screen, biochemical, multiplex bead flow cytometry, Alexa488-MEK5; Alexa488-MEK5 binding to MEKK2 WT; actives lie on both sides; AID 1531, 2009; binding response (% of control), % at 10 µM; hit rate 1.1% among 290,000; in the data active = binding response below about 67% or above about 130%
Numbers without * were called inactive; / = no result given. An unsorted share of the library. Share with any hit: about 4.7%.

SMILES	IMP-1 inhibitor	UBC9 SUMO inh	M18AAP inhibitor	NS3 helicase inh	FID counter	MEKK2mut PB1 HTS	NALP1 yeast inh	VIM-2 inhibitor	MEKK2wt PB1 HTS
COCc1cc(=O)n2[nH]c(-c3ccsc3-n3c(C)ccc3C)cc2n1	-2.5	48	-2	19	-21	0	7	-1.5	103
CCCn1cc(S(=O)(=O)c2ccccc2)c(=O)c2cc(OC)c(OC)cc21	-1.2	-5	-6	1	-26	5	-6	-4.9	100
COc1ccc(/C=N/NC(=O)NC23CC4CC(CC(C4)C2)C3)c(OC)c1	-1.5	-12	-2	-34	-31	0	-10	-2.9	97
COc1ccc(Br)cc1CNC(=O)CCc1nc(-c2ccccc2F)no1	-2.4	13	-3	0	-16	17	26	-3.9	110
CN(C)CCP(=O)(c1ccccc1)c1ccccc1	0.0	-7	-5	-10	1	-1	2	-0.1	96
Cc1cc(NC(=O)Cn2c(=O)n(Cc3ccccc3)c(=O)c3ccccc32)no1	-2.3	52*	-9	9	-5	/	13	-2.8	/
COc1cccc(NC(=O)CC2SC(=Nc3ccccc3)NC2=O)c1 (stereo not drawn)	-0.9	24	9	-5	-16	/	-5	-0.3	/
CCCOc1ccc2ccccc2c1/C=N/n1cnnc1	-3.7	3	3	0	-9	0	12	-2.0	99
Cc1cc(C)cc(OCC(=O)Nc2ccc(S(=O)(=O)Nc3ccccn3)cc2)c1	-5.0	4	-9	-1	-23	-5	-4	0.4	98
COc1cc(S(=O)(=O)N2CCN(c3ccccc3)CC2)ccc1Cl	-1.5	-9	-1	-12	-3	-3	-9	-1.1	94
CC(C)C(=O)NC(Nc1cccc([N+](=O)[O-])c1)C(Cl)(Cl)Cl (stereo not drawn)	0.4	23	-8	8	15	-8	6	0.2	90
O=c1ccc2cc3ccoc3cc2o1	-0.3	20	1	8	-1	-1	0	-1.4	100
COc1cc(OC)c(C2Nc3ccccc3NC3=C2C(=O)CC(C)(C)C3)cc1OC (stereo not drawn)	0.1	22	4	-2	-7	7	13	-0.7	111
COc1ccc(C2=Nn3c(nnc3-c3ccccn3)SC2)cc1	-4.7	1	4	4	-10	6	-2	7.1	110
Cc1cc(/C=N/NC(=O)C(=O)N2CCCC2)c(C)n1-c1cccc(Br)c1	-2.3	-19	-3	-3	-18	-1	-8	-1.4	96
CCSc1cc(C2C(C(=O)OC)=C(C)NC3=C2C(=O)CCC3)c(C)o1 (stereo not drawn)	-1.6	-4	-14	6	-4	1	15	0.4	103
Cc1ccccc1SC1CCN(Cc2nc(C3CC3)no2)CC1	0.3	1	-12	-3	-16	-7	13	-0.8	94
O=[N+]([O-])c1cccc(-c2csc(CS(=O)(=O)Cc3ccco3)n2)c1	-1.6	29	-8	5	1	-5	-16	-0.8	95
O=P(COCCCCCOCP(=O)(c1ccccc1)c1ccccc1)(c1ccccc1)c1ccccc1	-3.6	7	7	-2	-48	7	2	-3.2	103
CCCOc1ccc(Cc2c(O)nc(SC)[nH]c2=O)cc1C	-0.4	-11	-4	-2	0	-3	13	0.5	96
OCC[n+]1ccc(/C=C/c2c[nH]c3ccccc23)cc1	1.3	42	-2	14	4	-3	12	3.6	104
CCc1nccn1S(=O)(=O)c1cc(OC)ccc1OC	0.4	14	-5	-4	0	1	18	-2.3	101
CCCCCCOc1ccc(/C=C/C(=O)N2CCOCC2)cc1OC	-2.3	9	5	-4	-37	6	1	-2.0	110
CCOCCc1nnc(NC(=O)Cc2c(F)cccc2Cl)s1	-3.5	0	1	-17	-8	-1	-8	-3.4	105
Cc1ccc(Cn2nnc3c(=O)n(CC(=O)NCc4ccccc4)cnc32)cc1	-1.6	7	4	-3	-8	-7	14	-1.3	99
Additional entries.
SMILES	IMP-1 inhibitor	UBC9 SUMO inh	M18AAP inhibitor	NS3 helicase inh	FID counter	MEKK2mut PB1 HTS	NALP1 yeast inh	VIM-2 inhibitor	MEKK2wt PB1 HTS
Cc1ccc(OCC(=O)Nc2cccc3c2CCCC3)cc1C	-1.3	/	2	3	-2	9	/	-1.8	107
Cc1ccc(-c2nc(-c3cccnc3)no2)cc1	-1.7	17	-1	0	-8	2	14	1.0	111
O=C(NC(=O)N1CCCC1)c1csnn1	-1.2	0	-4	8	-4	8	/	-2.9	105
Cc1cc2c(c(N3CCOCC3)n1)C(=O)OC2	-4.1	3	-3	8	-3	6	32	-1.5	101
O=C1c2ccccc2COc2ccc(O)cc21	-0.6	2	11	20	0	3	-1	-2.9	105
CCCNC(=O)COC(=O)c1ccccc1C(=O)c1ccc(Cl)c([N+](=O)[O-])c1	-2.0	-7	4	-12	-4	3	12	-0.2	99
O=C(c1cn(-c2ccccc2)nc1-c1cccs1)N1CCN(c2ccccn2)CC1	-1.9	10	6	-20	-33	0	1	-2.3	97
Cc1ccc(/C=N/NC(=O)c2ccco2)cc1	-1.2	26	-9	6	-8	-25	13	-4.3	78
O=Cc1ccc2noc(-c3ccc(Cl)cc3)c2c1	-1.8	24	10	3	-4	4	-11	-2.2	104
CCOc1cc(CNn2cnnc2)cc(Br)c1OCC(=O)NC(C)(C)C	-0.7	4	4	6	-34	0	8	-0.1	104
CCOC(=O)N1CCC(C(=O)Nc2ccc(OCC)cc2)CC1	-3.2	6	-1	-5	-7	1	18	-1.7	98
CCOC(=O)C1=C(C)NC(=S)NC1/C=C/c1ccccc1 (stereo not drawn)	0.3	7	4	-9	-11	6	7	-2.8	93
Cc1ccc2c(CC(=O)N3CCN(c4ccccc4)CC3)coc2c1	-1.6	3	-9	-6	-29	-7	-19	-0.8	89
Cc1ccc(-c2csc(NC(=O)c3ccc(-c4ccccc4)cc3)n2)o1	-2.6	-8	-16	9	-5	10	30	-0.8	108
C/C(N)=C(/C#N)C(=O)COC(=O)c1cc2c(s1)CCCC2	-3.7	1	2	-2	-10	-1	5	-1.5	103
CC(C)N1C(=O)CCC1C(=O)NCc1ccccc1Cl (stereo not drawn)	0.2	3	2	-3	1	-5	25	-1.5	95
COc1ccccc1-c1cnn2c(N3CCOCC3)cc(C)nc12	-1.0	16	-9	-12	-23	8	25	-0.9	109
COc1ccc(NC(=O)c2ccccc2S(=O)c2ccccc2C#N)cc1 (stereo not drawn)	-2.8	-10	5	1	-17	-1	-5	-2.8	99
CC1CCC(NC(=O)C2CCC(CNS(=O)(=O)c3cccc4cccnc34)CC2)CC1 (stereo not drawn)	-2.6	0	5	3	-66	6	16	-0.6	104
O=[N+]([O-])c1ccc(/C=C/C2=NN(c3ccccc3)C(c3ccco3)C2)cc1 (stereo not drawn)	0.9	19	-7	7	2	/	17	1.9	/
CC1(c2nnc(-c3cccc(Cl)c3)o2)CC(c2ccc(OC(F)(F)F)cc2)=NO1 (stereo not drawn)	0.3	-9	-4	1	-22	-7	17	-2.3	98
CCc1ccc(C(=O)CSc2ncn[nH]2)cc1	-2.6	5	28*	1	0	-8	32	-2.9	96
O=C(Nc1cccc(NC(=O)N2CCN(c3ccccc3)CC2)c1)N1CCN(c2ccccc2)CC1	-2.0	-26	-2	-7	-29	0	24	-3.0	96
CCC1S/C(=N/N=C/c2ccco2)N(Cc2ccc(F)cc2)C1=O (stereo not drawn)	-2.9	12	2	6	-11	-2	/	-1.9	96
Cc1cc(C)c(S(=O)(=O)Nc2ccccc2C(=O)OCC(=O)NCc2ccccc2)c(C)c1	-0.4	15	0	7	-14	-3	-16	-0.7	101

Ten entries already listed, ordered by molar mass, low to high.
SMILES	IMP-1 inhibitor	UBC9 SUMO inh	M18AAP inhibitor	NS3 helicase inh	FID counter	MEKK2mut PB1 HTS	NALP1 yeast inh	VIM-2 inhibitor	MEKK2wt PB1 HTS
O=C(NC(=O)N1CCCC1)c1csnn1	-1.2	0	-4	8	-4	8	/	-2.9	105
Cc1ccc(/C=N/NC(=O)c2ccco2)cc1	-1.2	26	-9	6	-8	-25	13	-4.3	78
Cc1cc2c(c(N3CCOCC3)n1)C(=O)OC2	-4.1	3	-3	8	-3	6	32	-1.5	101
Cc1ccc(-c2nc(-c3cccnc3)no2)cc1	-1.7	17	-1	0	-8	2	14	1.0	111
CC(C)N1C(=O)CCC1C(=O)NCc1ccccc1Cl (stereo not drawn)	0.2	3	2	-3	1	-5	25	-1.5	95
C/C(N)=C(/C#N)C(=O)COC(=O)c1cc2c(s1)CCCC2	-3.7	1	2	-2	-10	-1	5	-1.5	103
Cc1ccc2c(CC(=O)N3CCN(c4ccccc4)CC3)coc2c1	-1.6	3	-9	-6	-29	-7	-19	-0.8	89
Cc1ccc(-c2csc(NC(=O)c3ccc(-c4ccccc4)cc3)n2)o1	-2.6	-8	-16	9	-5	10	30	-0.8	108
CC1CCC(NC(=O)C2CCC(CNS(=O)(=O)c3cccc4cccnc34)CC2)CC1 (stereo not drawn)	-2.6	0	5	3	-66	6	16	-0.6	104
O=C(Nc1cccc(NC(=O)N2CCN(c3ccccc3)CC2)c1)N1CCN(c2ccccc2)CC1	-2.0	-26	-2	-7	-29	0	24	-3.0	96

Other entries.
SMILES	IMP-1 inhibitor	UBC9 SUMO inh	M18AAP inhibitor	NS3 helicase inh	FID counter	MEKK2mut PB1 HTS	NALP1 yeast inh	VIM-2 inhibitor	MEKK2wt PB1 HTS
Cc1cc(/C=C(\C#N)C(=O)Nc2ccccc2)c(C)n1-c1ccc(C(=O)O)cc1	-2.1	20	4	21	-35	8	18	-2.9	98
CCCCOc1ccc(C(=O)NCC(=O)NCC2CCCO2)cc1 (stereo not drawn)	-4.0	6	-6	-6	-12	6	0	-1.7	106
CC(C)C(=O)Nc1nnc(SCC(=O)NCc2cccs2)s1	-3.0	13	3	-28	-4	/	17	14*	/
Cc1sc2ncnc(SCC(=O)NNC(=O)COc3cccc4ccccc34)c2c1C	-2.6	31	4	-4	-5	1	15	-4.4	100
NS(=O)(=O)c1ccc(C(=O)Nc2ccc(-c3nc4cccnc4s3)cc2)cc1	-3.1	20	3	-2	-5	-4	/	-0.3	94
COc1cccc(S(=O)(=O)N2CCOCC2)c1	-3.8	5	-1	8	-2	-3	13	-8.8	101

High-throughput results from PubChem.
